KKLEB tox = counter-screen for CF NF-kB inhibitors: cytotoxicity; activity change (cytotoxicity), % at 5 µM; 0.36% of 360,000 active; KKLEB CF airway cells viability, ATPlite luminescence, overnight; hits give low values; cells stimulated with P. aeruginosa culture filtrate;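 active means corrected activity change at or below -50% at 5 µM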
Shn3 inh set2 = reduces Shn3 3'UTR luciferase signal in osteoblasts. Clone20 osteoblast Shn3 3'UTR firefly luciferase, 24 h. inhibition, % at 12.5 µM. 0.52% of 360,000 active. AID 588674;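 active means mean inhibition of at least 75% with every replicate also reaching 75%; inconclusive means mean inhibition at least 75% but some replicate below; inactive means mean inhibition below 75%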;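 further: 0% = median of neutral control wells and 100% = pilot-screen positive control compound; some compounds past the cut are filed as inactive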
HIF-2a inh = blocks HIF-2a reporter activity. 786-0 RCC cells HIF-2a reporter, luciferase luminescence, overnight. inhibition, % at 18.8 µM. 0.72% of 360,000 active;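 active means inhibition of the luminescence signal of 40% or more relative to plate controls, in a single-dose primary screen at 18.75 µM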
Peg3 promoter = reduces Peg3 promoter-driven luciferase expression in HeLa. HeLa PEG-Prom luciferase reporter, luminescence, overnight. inhibition, % at 20 µM. 1.7% of 360,000 active;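 active means inhibition of at least 50% at 20 µM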
CF NFkB inh = blocks PAF-induced NF-kB reporter in cystic fibrosis cells; AID 588850; KKLEB NF-kB-GFP reporter, GFP fluorescence overnight; 0.86% of 360,000 active; inhibition, % at 5 µM;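 active means at least 50% inhibition at 5 µM, scaled per plate between neutral and stimulator controls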;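 further: PAF is a Pseudomonas aeruginosa culture filtrate used as stimulus; plate controls were PAF-stimulated DMSO wells for no effect and unstimulated DMSO wells for full effect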
MITF TRPM1 inh = MITF TRPM1 promoter inhibition in SK-MEL-5 cells; 0.83% of 330,000 active; AID 488899; SK-MEL-5 TRPM1 promoter luciferase, 24 h; inhibition, % at 12.5 µM;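 active means mean inhibition across replicates of 60% or more, whatever share of single replicates reaches that level; inconclusive means some that reach 60%, reason not given; inactive means mean inhibition across replicates below 60%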; further: values of inactives mirror those of a sister screen read the other way
CaV13 FRET inh = Disruptors of the CACNA1D IQ motif to Ca2+-dependent inactivation inhibitor domain association, primary screening, Förster resonance energy transfer in intact living …; inhibition, % at 12.3 µM; HEK cells, CFP/YFP FRET ICDI-IQ, plate reader, 10 min; percent FRET-ratio fall versus neutral wells; 0.098% of 340,000 active;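 active means mean replicate inhibition of at least 30% and at least 1% of replicates passing that level; inconclusive means only one of the two criteria is met; inactive means neither criterion is met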;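 further: 0% = median of the neutral control wells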
PDI turbidity = inhibitors of human protein disulfide isomerase; P07237; PDI insulin aggregation turbidity, A650, 90 min; AID 588391; inhibition, % at 10 µM; 0.052% of 350,000 active;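 active means mean inhibition across replicates of 30% or more, whatever share of single replicates reach that level; inconclusive means mean inhibition below 30% while every single replicate reaches 30%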;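 further: absorbance from insulin aggregation driven by PDI reduction with DTT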
Target sequence (P07237 whole entry, looked up): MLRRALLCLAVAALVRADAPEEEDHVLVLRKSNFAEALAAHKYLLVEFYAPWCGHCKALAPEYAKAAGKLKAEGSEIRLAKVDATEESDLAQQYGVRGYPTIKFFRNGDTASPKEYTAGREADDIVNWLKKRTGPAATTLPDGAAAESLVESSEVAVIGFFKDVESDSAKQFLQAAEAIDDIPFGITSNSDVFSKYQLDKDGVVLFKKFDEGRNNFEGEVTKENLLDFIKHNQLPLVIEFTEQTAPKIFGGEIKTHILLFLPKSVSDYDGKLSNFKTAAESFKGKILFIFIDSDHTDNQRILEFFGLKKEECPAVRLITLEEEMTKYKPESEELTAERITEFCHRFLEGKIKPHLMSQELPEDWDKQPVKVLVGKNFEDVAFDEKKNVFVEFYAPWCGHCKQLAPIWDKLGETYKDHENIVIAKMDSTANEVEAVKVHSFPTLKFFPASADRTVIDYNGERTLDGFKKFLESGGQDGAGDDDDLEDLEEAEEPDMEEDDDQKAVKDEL
NR2E3 ag-1 = agonists of human nuclear receptor NR2E3; GST-NR2E3/biotin-RetCOR TR-FRET, 1536-well; inhibition of corepressor binding, % at 4.78 µM; 0.12% of 320,000 active; AID 2300;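 active means percent inhibition above the cutoff of mean plus 3 SD of all tested compounds, set per screening campaign, cut at about 20% in these data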;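 further: 0% = DMSO wells and 100% = biotin wells as full block of FRET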
Target sequence (Q9Y5X4 whole entry, looked up): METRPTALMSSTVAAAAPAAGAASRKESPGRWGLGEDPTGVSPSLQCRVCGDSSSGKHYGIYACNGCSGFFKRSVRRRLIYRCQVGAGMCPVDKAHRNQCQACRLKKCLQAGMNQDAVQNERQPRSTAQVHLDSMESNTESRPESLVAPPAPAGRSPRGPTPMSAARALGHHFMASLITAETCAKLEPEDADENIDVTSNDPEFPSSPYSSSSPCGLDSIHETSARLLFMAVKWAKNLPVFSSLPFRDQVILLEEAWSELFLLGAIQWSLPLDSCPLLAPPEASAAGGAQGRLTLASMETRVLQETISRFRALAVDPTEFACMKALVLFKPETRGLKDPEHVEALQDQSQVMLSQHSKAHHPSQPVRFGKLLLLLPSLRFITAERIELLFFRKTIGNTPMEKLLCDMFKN
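system = GST-tagged NR2E3 plus biotinylated RetCOR corepressor | input = 1.35 nM GST-NR2E3 | also added = 7 nM biotin-RetCOR | schedule = 5 h incubation at 4 °C | measured by = TR-FRET with europium anti-GST and streptavidin-D2, 340 nm excitation | read-out = percent loss of FRET ratio relative to control wells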
Vif imaging = blocks HIV Vif function; HEK293T cells, Vif self-association by quenched fluorescence, imaging, 24 h; inhibition, % at 7.49 µM; 0.35% of 340,000 active; AID 602346; in the data active means inhibition above about 50%, passing the limit was not always enough; inconclusive means no clear call, values can overlap the other calls; inactive means below about 31%; further: some results filed as inactive read as strong as hits
NR2E3 ag-2 = agonists of human NR2E3 nuclear receptor; AID 602229; 0.35% of 360,000 active; CHO-S Gal4-NCOR/VP16-NR2E3 two-hybrid, luciferase; inhibition of corepressor binding, % at 3.98 µM;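 active means inhibition above the mean of all tested compounds plus 3 SD, cut at about 70% in these data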;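 further: 0% = DMSO with NR2E3 transfected cells and 100% = cells lacking NR2E3 construct; higher means lower luciferase signal from less NR2E3 corepressor binding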
The depositor's hits bear a star; ? = inconclusive; · = no result given. Random draw from the library. About 3.3% of those tested had a hit in this group.

SMILES	KKLEB tox	Shn3 inh set2	HIF-2a inh	Peg3 promoter	CF NFkB inh	MITF TRPM1 inh	CaV13 FRET inh	PDI turbidity	NR2E3 ag-1	Vif imaging	NR2E3 ag-2
Cc1nn(-c2ccccc2)c(C)c1C(=O)OCC(=O)Nc1ccccc1Cl	10	-23	2	-15	-2	·	-11	6	·	·	-12
COC(=O)CN1C(=O)C(C)=C(c2ccc(C)cc2)S1(=O)=O	-4	0	4	5	-5	3	-8	-7	-1	·	-16
COc1cc(C2SCCS2)cc(Br)c1Oc1ncccc1[N+](=O)[O-]	18	20	19	19	-7	1	-2	1	-4	-5	-28
Nc1csnc1C(=O)O	-7	-13	19	6	1	-7	·	11	0	13	-4
C=CCNc1nc(Nc2ccc(OC)cc2)nc(OCC)n1	0	3	-29	-9	10	1	·	-2	1	23	8
COc1ccccc1N1CCN(C2CCCN(C(=O)CN3CCCCC3=O)C2)CC1 (configuration not stated)	-12	11	6	0	5	6	-7	-19	4	-5	9
C=CCn1c(SCc2c(C)noc2C)nc2sc3c(c2c1=O)CCCCC3	-44	28	19	13	28	5	-6	-4	-4	-17	-22
CCOC(=O)c1oc2ccccc2c1CSc1nnnn1-c1ccccc1	2	-17	-4	2	-8	-3	·	-5	-3	-2	9
O=C1CN(c2ccccc2)C(=O)N1	-9	22	-20	-9	16	2	-4	1	-3	-5	0
COc1cccc(OCCOc2ccccc2OC(C)C)c1	8	-3	0	9	-6	-13	0	-4	1	0	-6
Cc1cc(N(C)C)ccc1N=Nc1ccc(N)cc1	-8	·	-230	-385	1	-34	-6	-3	-3	2	-129
Cn1c(N)c(C(=O)CSc2nnc(-c3cccs3)n2C2CC2)c(=O)[nH]c1=O	10	-11	21	8	-9	2	-7	-2	·	1	-23
Cc1ccc(NC(=O)CN(C)C(=O)c2ccc(Br)o2)cc1	6	-9	-26	-10	-2	12	-7	7	3	-4	15
Cc1cc(C(=O)OCC(=O)N(C)c2ccccc2)ccc1[N+](=O)[O-]	-10	-6	6	11	-6	1	-4	-3	2	0	7
CCN(CC)c1ncnc2c1sc1nc(C)cc(C)c12	-6	1	-34	-2	-13	-7	-5	1	0	-2	-28
NC(=O)COc1ccc(/C=N/NC(=O)C2CCCN2S(=O)(=O)c2ccc(Cl)cc2)cc1 (configuration not stated)	1	-5	7	13	-4	13	-2	-1	0	·	-22
CCCCn1c(-c2ccc([N+](=O)[O-])cc2)n[nH]c1=S	-2	4	14	14	5	1	-5	-1	-4	1	-16
COc1cc(NC(=O)CSc2nnc(-c3cc(C)on3)o2)cc(OC)c1	8	-6	11	12	8	7	1	-29	3	-11	-4
O=C(CSc1ncnc2c1cnn2-c1ccc(F)cc1)NCC1CCCO1 (configuration not stated)	0	28	-14	-24	-9	9	-6	-3	0	-21	0
Clc1cccc(C2CCN(Cc3nc(COc4ccccc4)no3)C2)c1 (configuration not stated)	6	4	10	8	-15	11	-8	3	0	3	-1
N#CCOc1coc(CN2CCN(c3ccccc3)CC2)cc1=O	-1	9	-6	11	-17	2	-7	-1	2	8	-12
O=C(O)c1cccc(NS(=O)(=O)c2ccc(Oc3ccc(S(=O)(=O)Nc4cccc(C(=O)O)c4)cc3)cc2)c1	0	10	19	-2	1	10	-4	-10	4	-2	14
Cc1ccc(Cc2c[nH]c(=S)s2)cc1	1	7	-31	14	10	-1	-4	1	2	9	-26
CSc1nc(-c2ccco2)nn1S(C)(=O)=O	-1	-23	-4	2	4	-1	-4	-2	-3	-5	-2
O=[N+]([O-])c1ccc(Nc2ccccc2O)c2nonc12	0	27	-3	4	-2	5	-4	-11	·	-6	-10
CCOC(=O)N1CCC(n2c(SCC(=O)NCCC3=CCCCC3)nc3ccccc3c2=O)CC1	11	30	25	32	-3	12	-5	-3	-4	-27	-17
CCn1ncc(C2=NOC(C(=O)Nc3ccc(C)cc3)C2)c1C (configuration not stated)	-7	32	-4	1	-4	23	-4	-7	1	8	3
Cc1cccc(-n2c(O)c(C=NC3CCS(=O)(=O)C3)c3ccccc3c2=O)c1 (configuration not stated)	4	-2	9	15	-9	-8	1	-7	1	17	-5
O=C(N/N=C/c1cc2c(cc1Br)OCO2)c1cccnc1	-4	-12	-16	3	-16	5	-4	5	2	-3	-17
COc1ccccc1NC(=O)C1(c2ccccc2)CCCC1	0	4	19	-2	4	2	-4	-6	-3	-8	-4
COc1cccc(-c2cc(C(=O)NC3CCCCC3)no2)c1	0	-30	-242	-428	-25	-109	-7	-3	7	6	-184
CCc1noc(C)c1C(=O)Nc1nc2c(C)cc(C)cc2s1	-42	-16	-41	-115	9	12	-12	5	-3	1	-18
CCCCn1cc2c(c1-c1cccc(C)c1)c(=O)n(C)c(=O)n2C	3	10	24	10	-4	2	4	1	1	-16	1
O=C(CSc1ncnc2ccccc12)c1cccs1	-9	-67	-314	-178	-26	-20	-4	-5	2	-3	-85
Oc1ccc2ccccc2c1CNn1cnnc1	10	-7	13	1	-17	3	-13	8	-2	-6	-2
COc1ccccc1NC(=S)NNC(=O)c1ccncc1	-19	-12	-37	-29	25	13	4	-7	-1	-1	-13
Cc1c(C(=O)OCC(=O)NC2CCCCC2)oc2ccccc12	-2	-12	10	2	-7	-6	-2	5	3	-7	-10
O=c1[nH]nc(-c2ccc(F)cc2)cc1-c1ccccc1	9	20	-22	-14	23	-5	-5	-3	·	-1	14
O=C(NN1C(=O)C2C3C=CC(C4CC34)C2C1=O)c1cccc(Br)c1 (configuration not stated)	-2	14	11	-1	-6	5	-5	-8	0	6	9
O=C(COC(=O)c1cccc(S(=O)(=O)N2CCCCCC2)c1)Nc1ccccc1	16	-19	1	12	-5	0	-6	-1	·	-3	-3
COc1ccccc1NC(=O)CN1CCN(CC(=O)Nc2ccc(F)cc2F)CC1	-4	-2	-111	-61	-4	-12	-5	9	·	-6	-32
COC(=O)COC(=O)c1ccc(-n2nnnc2SC)cc1	1	2	6	13	-8	-5	-5	11	9	-1	-3
Cc1ccc(CNC(=O)C2CCN(C(=O)c3cccc(Cl)c3)CC2)cc1	5	4	7	-11	2	10	-5	-8	-1	-10	0
CC(C)NC(=O)N(C)C[C@H]1Oc2c(NS(=O)(=O)c3cccs3)cccc2C(=O)N([C@H](C)CO)C[C@@H]1C	-4	0	9	1	-10	4	-12	6	·	10	1
COC(=O)C1=CNC=C(C(=O)OC)C1c1cccc2ccccc12	4	1	-2	23	-30	4	-19	2	-3	-40	-40
CCN(CC)CCNC(=O)NC1CCCCC1	2	-25	5	-13	-4	-2	-8	0	-2	18	10
CC(C)c1onc(C(=O)NC2CCCCC2)c1[N+](=O)[O-]	3	-4	14	5	-1	3	-4	-4	5	1	-19
CCc1ccccc1N(C(=O)c1snc(C(N)=O)c1N)C(C(=O)NCC1CCCO1)c1ccc(C)o1 (configuration not stated)	9	4	15	15	-4	13	-7	3	3	-6	-1
Cc1ccc(NC(=O)COC(=O)/C(=C/c2cccs2)c2cccs2)cc1S(=O)(=O)N(C)C	17	10	-35	-16	-22	2	-3	9	-2	-6	-13
Nc1c(N(CCC2=CCCCC2)C(=O)c2ccccc2F)c(=O)[nH]c(=O)n1Cc1ccccc1	-2	2	-11	-14	-5	-2	-6	3	2	13	-7

(next part)
SMILES	KKLEB tox	Shn3 inh set2	HIF-2a inh	Peg3 promoter	CF NFkB inh	MITF TRPM1 inh	CaV13 FRET inh	PDI turbidity	NR2E3 ag-1	Vif imaging	NR2E3 ag-2
CCn1c(SCC(=O)NCC(=O)Nc2ccc(F)cc2)nnc1-c1cccs1	4	1	14	8	6	11	-4	0	4	-5	-13
O=C(CNC(=O)c1ccc2c(c1)OCCO2)N/N=C/c1ccco1	14	3	17	11	-5	16	-1	-8	0	?	6
O=C(Nc1nc2c(s1)CCCC2)c1nn(Cc2ccccc2)c(=O)c2ccccc12	-16	16	6	6	24	-5	-4	-9	-5	4	-4
COc1ccc(OC)c(NC2c3ncccc3C(=O)N2Cc2ccco2)c1 (configuration not stated)	9	-2	3	7	-15	-2	-8	7	0	8	12
C=CCn1c(N)cc(=O)nc1SCC(=O)N(c1ccccc1)c1ccccc1	-11	9	10	7	-5	-12	3	7	0	0	-1
CCS(=O)(=O)NCc1cn2c(C)csc2n1	1	-3	-31	-13	2	3	·	-1	1	9	-16
COC(=O)c1ccc(SCC(=O)NCc2ccccc2)c([N+](=O)[O-])c1	1	0	-7	4	-1	1	-17	6	-1	-10	10
COc1cccc(-c2nc(CS(=O)CC(=O)NC3CCCCC3)c(C)o2)c1 (configuration not stated)	11	-10	5	8	-10	·	-7	·	3	-1	8
COc1ccc(N2CCN(C(=O)COc3ncnc4ccccc34)CC2)cc1	13	0	8	14	-2	8	10	-9	5	-5	-5
Cc1ccc(-n2ccnc(SCC(=O)NC3CCCC3)c2=O)cc1Cl	2	3	-12	1	0	-2	-6	-4	-1	-4	6

Only PDI turbidity, for some of the entries so far:
mol	PDI turbidity
CSc1nc(-c2ccco2)nn1S(C)(=O)=O	-2
Nc1c(N(CCC2=CCCCC2)C(=O)c2ccccc2F)c(=O)[nH]c(=O)n1Cc1ccccc1	3
Nc1csnc1C(=O)O	11

New compounds follow:
SMILES	KKLEB tox	Shn3 inh set2	HIF-2a inh	Peg3 promoter	CF NFkB inh	MITF TRPM1 inh	CaV13 FRET inh	PDI turbidity	NR2E3 ag-1	Vif imaging	NR2E3 ag-2
CC12COC3(C(=O)Nc4ccc(Cl)cn4)CC1CCC32C (configuration not stated)	0	5	4	-12	10	-16	·	-4	-1	3	-24
CN(C(=O)c1ccccn1)c1nnc(-c2cnccn2)s1	9	-44	-94	-22	-12	-23	·	4	2	7	-11
CSc1nc(C)cc(OCCO)n1	13	6	9	1	3	-3	-3	0	2	12	13
Cc1cc(C)cc(N(CC(=O)N2CCN(c3ccccc3)CC2)S(=O)(=O)c2c(C)noc2C)c1	1	6	5	14	-11	4	3	7	4	-28	1
CN1CCN(NC(=O)c2cccc(C(F)(F)F)c2)CC1	5	-4	6	3	-1	-11	-10	12	0	7	20
Fc1ccccc1-c1nc(NCC2CC2)nc2ccsc12	-3	7	9	7	-34	·	-6	0	·	-1	5
COc1cccc(C(=O)NC2CCSC2=O)c1 (configuration not stated)	-1	13	7	6	2	-3	-4	2	-2	11	1
O=S(=O)(c1ccccc1)N1CCN=C1SCc1ccccc1	6	-12	16	4	0	-1	-14	-9	3	-5	-2
CN(c1ccccc1)S(=O)(=O)c1cccc(NC(=O)c2cccc(C#N)c2)c1	-9	34	11	45	0	16	-3	4	-1	-2	-9
